PAD4 FP inh – blocks human protein arginine deiminase 4; Q9UM07; recombinant PAD4, RCA probe fluorescence polarization; inhibition, % at 6.36 µM; hit rate 0.41% among 330,000;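 active means percent inhibition above a cutoff equal to the mean of all tested compounds plus 3 SD, cut at about 15% in these data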;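 further: 0% = PAD4 with RCA probe and DMSO and 100% = probe without PAD4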
pPAFAH inh – pPAFAH (human) enzyme inhibition. Q13093. recombinant pPAFAH, FP-rhodamine probe fluorescence polarization. inhibition, % at 3.39 µM. hit rate 1.5% among 330,000;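 active means inhibition above the mean inhibition across the screen plus 3 SD, cut at about 25% in these data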;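 further: inhibitors block binding of the rhodamine activity-based probe so polarization drops; 0% = enzyme with DMSO and 100% = wells lacking pPAFAH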
LYPLA2 inh – counter-screen for PME1 inhibitors: inhibitors of human LYPLA2; recombinant LYPLA2, FP-Rh probe fluorescence polarization; inhibition, % at 5.9 µM; hit rate 0.38% among 320,000; AID 2177;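 active means inhibition above the screen-wide mean plus 3 SD, limit set per campaign, cut at about 26% in these data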;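 further: 0% = LYPLA2 with DMSO and 100% = wells lacking LYPLA2 enzyme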
Target sequence (O95372 whole entry, looked up): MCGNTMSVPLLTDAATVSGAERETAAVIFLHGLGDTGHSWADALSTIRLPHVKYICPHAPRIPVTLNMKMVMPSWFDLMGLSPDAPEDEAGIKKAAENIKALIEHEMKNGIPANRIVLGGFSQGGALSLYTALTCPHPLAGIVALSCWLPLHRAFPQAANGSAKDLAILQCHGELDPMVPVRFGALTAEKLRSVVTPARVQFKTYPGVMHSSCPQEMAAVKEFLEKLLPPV
PREPL inhibitor – inhibits the human prolyl oligopeptidase-like enzyme | hit rate 0.68% among 320,000 | inhibition, % at 5.96 µM | recombinant PREPL, fluorescence polarization activity-based probe; in the data active means inhibition above about 43%;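 further: 0% = enzyme with DMSO and 100% = wells lacking enzyme; many of its hits are not listed in these tables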
LYPLA1 counter – LYPLA1 (human) inhibition in PME1 counter-screen; O75608; recombinant LYPLA1, FP-Rh probe fluorescence polarization; inhibition, % at 5.9 µM; hit rate 0.16% among 320,000; AID 2174;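 active means inhibition above the mean of all tested compounds plus 3 SD, set per campaign, cut at about 14% in these data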;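 further: inhibitors block serine hydrolase probe labeling of LYPLA1 so polarization falls; 0% = enzyme with DMSO and 100% = wells lacking LYPLA1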
Target sequence (O75608 whole entry, looked up): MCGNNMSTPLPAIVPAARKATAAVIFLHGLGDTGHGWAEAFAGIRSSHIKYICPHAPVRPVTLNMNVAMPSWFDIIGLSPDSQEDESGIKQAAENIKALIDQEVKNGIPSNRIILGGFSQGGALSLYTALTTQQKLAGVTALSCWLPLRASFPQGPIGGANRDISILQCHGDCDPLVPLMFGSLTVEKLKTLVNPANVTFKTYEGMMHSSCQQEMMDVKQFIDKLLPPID
GSTO1 inh – counter-screen for RBBP9 inhibitors: inhibitors of human GSTO1 | recombinant GSTO1, activity-based probe fluorescence polarization | hit rate 1.1% among 300,000 | P78417 | inhibition, % at 5.96 µM | AID 1974;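 active means inhibition above the campaign mean inhibition plus 3 SD, cut at about 35% in these data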;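 further: 0% = GSTO1-1 with DMSO and 100% = wells lacking GSTO1-1 enzyme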
PME-1 inh – PME-1 (human) inhibition; AID 2130; recombinant PME-1, FP-Rh probe fluorescence polarization; inhibition, % at 5.9 µM; hit rate 0.53% among 320,000; Q9Y570;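 active means inhibition above the campaign mean of all compounds plus 3 SD, cut at about 26% in these data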;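 further: competitive labeling of PME-1 active site by serine hydrolase directed probe; 0% = PME-1 with DMSO and 100% = wells lacking PME-1 enzyme; inhibitors block probe labeling so polarization falls and inhibition rises; many of its hits are not listed in these tables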
PAFAH1B2 inh – PAFAH1B2 (human) inhibition; recombinant PAFAH1B2, FP-rhodamine activity probe, fluorescence polarization; inhibition, % at 3.39 µM; hit rate 1.2% among 340,000;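 active means inhibition above the mean of all tested compounds plus 3 SD, cut at about 24% in these data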;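 further: 0% = enzyme with DMSO and 100% = wells lacking PAFAH1B2; many of its hits are not listed in these tables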
Target sequence (P68402 whole entry, looked up): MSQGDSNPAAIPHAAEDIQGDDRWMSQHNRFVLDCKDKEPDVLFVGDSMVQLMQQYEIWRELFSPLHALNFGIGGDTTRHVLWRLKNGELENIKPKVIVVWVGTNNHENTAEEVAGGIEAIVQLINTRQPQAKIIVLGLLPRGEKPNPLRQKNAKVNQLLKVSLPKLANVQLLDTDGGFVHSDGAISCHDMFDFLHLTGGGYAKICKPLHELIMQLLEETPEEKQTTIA
PAFAH1B3 FP inh – inhibitors of human PAFAH1B3 | Q15102 | recombinant PAFAH1B3, FP-rhodamine probe, fluorescence polarization | inhibition, % at 3.39 µM | hit rate 0.28% among 340,000;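 active means inhibition above the screen-wide average of all tested compounds plus 3 SD, cut at about 25% in these data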;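 further: 0% = enzyme with DMSO only and 100% = wells lacking PAFAH1B3 protein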
Target sequence (Q15102 whole entry, looked up): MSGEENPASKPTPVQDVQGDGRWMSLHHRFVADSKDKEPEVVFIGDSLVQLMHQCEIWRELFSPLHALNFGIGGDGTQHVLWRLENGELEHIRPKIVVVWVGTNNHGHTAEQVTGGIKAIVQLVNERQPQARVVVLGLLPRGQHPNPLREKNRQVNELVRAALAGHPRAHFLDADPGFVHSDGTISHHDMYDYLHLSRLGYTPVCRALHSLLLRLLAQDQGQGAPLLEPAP
The depositor's hits bear a star; / = no result given. The list is partial (hit frequency here may not be typical).

structure,PAFAH1B3 FP inh,PREPL inhibitor,PAFAH1B2 inh,LYPLA2 inh,GSTO1 inh,PAD4 FP inh,LYPLA1 counter,pPAFAH inh,PME-1 inh
O=C(CNc1cc(S(=O)(=O)N2CCOCC2)ccc1NCC1CCCO1)Nc1ccc(C(F)(F)F)cc1 (configuration not stated),3.6,7.8,0.2,-4.9,4.6,0.6,-1.5,8.0,7.9
COc1ccc(OC2CCN(S(=O)(=O)c3cccc(F)c3)CC2)cc1,-4.9,2.3,2.4,10.6,0.6,-4.8,1.5,7.8,-3.9
COc1ccccc1C(=O)NCCC(=O)N(C)Cc1ccc(C)o1,1.0,-5.0,6.3,5.0,3.2,1.2,-1.8,-2.7,-3.0
CC(C)CC(=O)Nc1ccc(C(=O)Cn2nc(C(=O)O)c3ccccc3c2=O)cc1,-1.7,0.8,-0.1,43.6*,11.5,-3.3,-0.4,3.6,-9.6
CC(C)=CC(=O)OCC(=O)Nc1ccc(Cl)cc1,3.7,3.0,2.8,4.3,7.5,-3.5,1.5,13.4,4.8
COc1ccc(C(=O)NNS(=O)(=O)c2ccccc2)cc1,1.9,1.9,0.0,-3.4,5.0,0.3,-5.2,2.0,2.4
O=C(CCCCCN1C(=O)c2ccccc2C1=O)NCc1ccccn1,16.0,-2.6,0.9,-3.3,3.2,-2.2,-1.1,-0.1,4.8
COCCCn1c(SCC(=O)NNC(=O)c2cccc(O)c2)nnc1-c1ccncc1,11.1,12.1,-3.1,0.5,0.3,-2.1,1.5,7.5,1.1
COC(=O)CSc1nnc(CNC(=O)c2ccccc2OC)n1C,0.3,15.5,-2.4,4.0,2.5,3.1,0.1,1.9,-0.2
COC(=O)c1ccc(OC)c(CSc2nnc(COc3ccccc3)o2)c1,5.5,-21.0,2.0,0.0,6.1,-0.3,0.2,1.2,0.0
Cc1ccccc1-c1nc(CS(=O)(=O)CC(=O)NC2CC2)c(C)o1,-0.9,-8.6,-1.1,-1.3,2.4,1.7,-4.6,-1.0,-6.2
COc1ccccc1NC(=O)CSc1nc2nccnc2c(=O)n1Cc1cccs1,9.1,-1.1,-0.9,26.9*,10.9,5.2,-2.8,-2.2,10.9
CSCCCNC(=S)N(C)CC(=O)Nc1ccc(C)cc1,12.3,2.4,3.5,-3.5,6.5,-1.4,0.2,-2.5,-3.5
O=C1NC(=Nc2ccc(Cl)cc2)SC1Cc1cc(Cl)ccc1Cl (configuration not stated),-3.5,-54.7,-10.2,-8.3,-16.6,-1.2,-2.5,4.8,-10.2
Cc1cc(=O)oc2c(CN3CC(C)OC(C)C3)c(O)c(Cl)cc12 (configuration not stated),4.2,7.5,3.5,8.8,6.2,11.5,5.0,11.0,2.2
C1CCN(CCCNC2C3CC4CC(C3)CC2C4)C1 (configuration not stated),4.8,1.3,0.4,-6.5,-0.7,4.5,-5.6,1.7,2.3
CC(=O)Oc1ccc(/C=C(\NC(=O)c2ccco2)C(=O)NCc2ccco2)cc1,2.9,5.1,1.7,2.4,9.0,-4.1,6.2,-1.2,-3.1
CC1CCCCN1C(=S)Nc1ccc2nc3n(c(=O)c2c1)CCCCC3 (configuration not stated),10.9,20.9,7.1,-2.5,-2.5,0.2,-6.7,-5.2,2.1
COc1cc(C(=O)NCCOc2cccc(C)c2)c(Br)c(OC)c1OC,10.8,2.1,3.1,-0.8,-2.8,3.7,-1.0,0.9,-1.1
c1ccc2c3c([nH]c2c1)CCNC3,2.8,28.4,-0.2,-3.9,6.0,0.3,-2.5,-1.1,-1.6
COc1cc(CC(=O)NCc2cccs2)cc(OC)c1OC,-5.3,-9.5,4.6,5.5,10.5,2.3,2.9,-5.4,-4.3
c1ccc(-c2nc(-c3ccco3)n3ccccc23)cc1,3.2,10.5,3.0,-5.1,5.5,-17.8,-5.3,25.4*,-3.4
CC(=O)/C(=N/Nc1ccccc1)Sc1nnc(CCc2ccccc2)n1-c1ccccc1,1.4,7.0,6.1,-3.7,13.9,-0.6,2.8,5.0,-3.0
Cn1c(=O)c2sccc2n2c(CCCC(=O)NCc3ccco3)nnc12,7.3,-5.5,4.0,-2.9,7.8,2.0,-4.0,2.0,-1.8
O=C(CSc1nnc(NC(=O)c2cccc(F)c2)s1)NCC1CCCO1 (configuration not stated),1.2,-5.1,1.5,-2.4,-14.6,-4.0,-2.3,-0.6,-6.1
Cc1nnc(NC(=O)Cc2ccc(OCc3c(C)noc3C)cc2)s1,-7.3,-3.1,3.2,8.4,4.9,-0.8,1.2,12.5,-8.7
O=C(O)c1ccccc1N/N=C/C1=C(N2CCOCC2)C(=C\c2ccccc2)/CC1,5.7,7.9,7.1,2.6,9.6,3.0,0.8,19.8,0.0
O=C(O)c1ccccc1NS(=O)(=O)c1ccccc1C(F)(F)F,-1.5,7.0,3.9,3.1,-7.8,-6.9,4.2,-0.3,3.0
COC(=O)[C@H](CCSC)NC(=O)Nc1ccc(OC)cc1,4.4,-0.6,-1.3,-4.1,5.2,-1.9,-3.7,8.7,-2.0
O=C(NCCN1C(=O)S/C(=C\c2ccc(Cl)cc2)C1=O)c1ccc(F)c(S(=O)(=O)N2CCOCC2)c1,-13.2,5.8,-3.1,-7.2,-0.4,0.7,-1.6,-4.6,-2.1
CC(=O)c1ccc(N2CCN(C(=S)Nc3ccc(Oc4ccccc4)cc3)CC2)cc1,3.4,10.3,0.4,32.1*,4.3,0.4,4.6,3.2,2.1
COc1ccc(O)c(C(=O)CC(=O)c2ccc(F)cc2)c1,2.8,-62.1,1.2,-4.3,-1.8,-1.0,-0.1,0.3,-4.1
CC1(C)CC(=O)c2c(O)cc(OCC(=O)N3CCN(c4ccccc4)CC3)cc2O1,7.0,13.3,5.3,-2.9,-3.7,1.2,0.0,17.9,1.4
CCCC(NC(=O)C(C)N1CCN(S(=O)(=O)c2ccccc2)CC1)c1ccccc1 (configuration not stated),2.8,0.8,4.4,-3.1,/,-19.0,-5.1,0.8,4.6
O=C(Nc1ccc(F)c([N+](=O)[O-])c1)C(=O)c1c(O)[nH]c2ccccc12,7.5,2.1,11.1,-0.7,17.2,-0.8,-2.4,6.4,0.4
Cc1cc(C)cc(N(CC(=O)NC2CCCC2)C(=O)CNC(=O)c2ccco2)c1,7.5,-7.9,1.3,1.9,8.0,2.5,3.0,2.8,-1.9
C=C(C)CNC(=S)/N=c1\scc(C)n1CC,-0.6,-2.2,3.8,13.9,1.1,2.1,2.7,2.8,0.6
COc1ccc(NS(=O)(=O)c2cccc3cccnc23)cc1OC,14.6,1.2,2.4,1.4,1.5,-3.0,-2.3,3.0,1.2
CCOc1ccc(NC(=O)CSc2nc3ccccc3nc2N2CCCC2)cc1,1.4,-1.4,-0.2,3.1,-2.2,-1.5,0.2,2.2,-1.0
CCOC(=O)N1CCN(C(=O)c2ccccc2NC(=O)c2ccc(C(C)(C)C)cc2)CC1,-3.0,-1.0,2.8,-1.8,-4.3,-1.5,-1.2,4.9,-15.4
Cc1onc(-c2c(Cl)cccc2Cl)c1C(=O)N1CCCCC1,7.3,11.6,1.9,-3.0,-1.3,1.8,0.1,0.7,4.6
O=C(COc1ccc(S(=O)(=O)N2CCCCC2)cc1)NCC1CCCO1 (configuration not stated),-0.8,6.3,3.1,-3.7,4.2,6.4,-0.2,0.6,-2.7
COC(=O)c1cc(NC(=O)CC2NC3CCCCC3NC2=O)cc(C(=O)OC)c1 (configuration not stated),8.8,9.0,0.4,-5.3,-4.9,-8.1,1.9,-7.1,-0.6
CC12CCC(C(=O)N(CCCCN3CCN(Cc4ccccc4)CC3)C1=O)C2(C)C (configuration not stated),/,5.8,/,-3.6,4.9,2.6,0.6,0.5,-1.1
Cc1nc2nc(-c3ccco3)[nH]n2c(=O)c1Cc1ccccc1,-3.1,2.1,8.1,3.2,-36.7,0.3,0.8,6.0,-4.0
CC(=O)OCCN(CCCn1c(-c2ccncc2)nc2ccccc21)c1nc(-c2ccc(C)cc2)cs1,-4.9,14.5,1.8,0.1,8.6,0.9,-2.6,4.5,2.2
O=c1oc(Nc2cccc(Cl)c2)nc2ccccc12,11.9,2.7,7.7,0.6,5.2,-0.1,2.8,-2.7,-4.6
O=C(c1ccco1)N1CCN=C1SCc1cccc(F)c1,3.1,5.4,0.6,-1.4,3.3,4.5,-3.3,5.5,0.4
NS(=O)(=O)c1ccc(CCNC(=O)C(c2ccccc2)c2ccccc2)cc1,8.1,9.2,8.7,1.9,3.4,1.8,3.1,3.1,1.3
CN1C(=O)/C(=C/c2ccc(C(=O)NC3CCCC3)cc2)Oc2ccccc21,3.7,-6.3,0.7,-0.2,-7.1,-2.0,-0.7,5.3,5.2

(list continues)
structure,PAFAH1B3 FP inh,PREPL inhibitor,PAFAH1B2 inh,LYPLA2 inh,GSTO1 inh,PAD4 FP inh,LYPLA1 counter,pPAFAH inh,PME-1 inh
CCOC(=O)Oc1ccc2c(=O)c(Oc3cccc(C)c3)coc2c1,8.3,65.3*,0.9,-1.7,7.9,-2.4,-0.5,7.1,11.8
COC(=O)c1ccc(N2CCN(C(=O)C3CC3)CC2)c([N+](=O)[O-])c1,0.5,-9.6,-5.2,6.2,-5.5,-1.8,-0.3,3.7,-1.4
Cc1ccc(NC(=O)c2cc([N+](=O)[O-])ccc2NCc2cccnc2)cc1Cl,-8.2,3.6,-2.1,-23.1,-4.8,-0.3,-15.8,-5.0,-14.8
CS(=O)(=O)N(CC(=O)NCc1ccco1)Cc1ccc(Cl)cc1,3.5,-8.7,2.4,1.4,-9.3,-2.0,-2.5,2.2,-0.1
CSc1ccccc1C(=O)NCCCn1ccnc1,7.7,-0.7,-1.1,6.8,3.7,5.6,2.1,3.8,144.0*
Cc1nc2cc(C(=O)O)ccc2n1C1CCCCC1,3.6,3.4,2.0,-1.1,5.7,-0.1,-2.6,-6.1,2.6
O=C1Cc2ccccc2C(c2ccc(Cl)cc2)N1 (configuration not stated),0.4,-15.3,2.1,11.2,-4.3,-1.9,6.3,6.3,-4.8
CSCCC(NS(=O)(=O)c1ccccc1F)C(=O)Nc1cccc(C)n1 (configuration not stated),6.2,1.8,3.6,6.6,5.9,3.0,-1.3,-2.5,0.2
C#CCOc1nc2c(c(=O)n(C)c(=O)n2C)n1Cc1ccccc1,8.8,-5.4,3.2,1.5,9.9,2.4,-1.7,-0.9,4.9
c1cc(SC2CCCCC2)cc(-c2nc3cnccn3c2NC2CCCCC2)c1,0.6,17.0,11.7,/,/,-1.4,/,14.5,/
COc1ccc(C(=O)NCC(c2ccco2)N2CCOCC2)cc1OC (configuration not stated),4.8,-5.4,2.2,1.4,0.8,1.9,0.7,1.8,2.2
CCc1noc(C)c1C(=O)OC(C)C(=O)Nc1cc([N+](=O)[O-])ccc1OC (configuration not stated),3.3,-2.2,3.2,-3.1,-1.4,2.6,-2.2,3.6,-5.8

Look-ups from the results shown:
`CCc1noc(C)c1C(=O)OC(C)C(=O)Nc1cc([N+](=O)[O-])ccc1OC` (configuration not stated) in PME-1 inh is entered as -5.8
`CS(=O)(=O)N(CC(=O)NCc1ccco1)Cc1ccc(Cl)cc1` in GSTO1 inh is entered as -9.3

Assay outcomes from PubChem BioAssay.
